AI-2 QS modul: modulators of Vibrio harveyi AI-2 quorum sensing system | Vibrio harveyi JMH597 AI-2 luminescence/OD600 ratio, 9 h; stronger effect = lower value; strain lacks LuxN and CqsS sensors; 0 = neutral-control median | activity change, % at 7.5 µM | actives 0.4% (n = 300,000) | AID 2094; in the data active = activity change below about -75%, passing the limit was not always enough; inconclusive = no clear call, values can overlap the other calls;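 note: luminescence divided by OD600 gain over 9 h not by final OD600 alone; inactives centre near 13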
KLF5 inh: suppresses KLF5 promoter-driven expression | inhibition, % at 5 µM | DLD-1 KLF5 promoter-luciferase reporter, luminescence | actives 0.23% (n = 290,000);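 active = inhibition above a per-plate limit of that plate's mean compound inhibition plus 3 SD, cut at about 60% in these data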;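 note: 0% = DMSO wells and 100% = LY294002 at 200 µM; higher means less KLF5 promoter-driven luciferase light; inactives centre near -14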
HIF act: HIF pathway transcriptional activation | U2OS HRE-luciferase reporter, luminescence; normalized: DMSO 0%, desferrioxamine 100% | AID 1910 | actives 0.32% (n = 300,000) | activation, % at 7.5 µM (by protocol);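 active = mean activation of at least 10% of the iron chelator positive control signal, with at least half of replicates also reaching 10%; inconclusive = mean and replicate majority disagree about reaching 10%; inactive = mean and most replicates under 10%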
HDAC3 inhib: blocks human histone deacetylase 3 | O15379 | recombinant HDAC3, fluorogenic peptide/trypsin coupled, fluorescence | inhibition, % at 8.3 µM | actives 0.15% (n = 320,000); in the data active = inhibition above about 26%, passing the limit was not always enough; inconclusive = no clear call, values can overlap the other calls
Target sequence (O15379 whole entry, looked up): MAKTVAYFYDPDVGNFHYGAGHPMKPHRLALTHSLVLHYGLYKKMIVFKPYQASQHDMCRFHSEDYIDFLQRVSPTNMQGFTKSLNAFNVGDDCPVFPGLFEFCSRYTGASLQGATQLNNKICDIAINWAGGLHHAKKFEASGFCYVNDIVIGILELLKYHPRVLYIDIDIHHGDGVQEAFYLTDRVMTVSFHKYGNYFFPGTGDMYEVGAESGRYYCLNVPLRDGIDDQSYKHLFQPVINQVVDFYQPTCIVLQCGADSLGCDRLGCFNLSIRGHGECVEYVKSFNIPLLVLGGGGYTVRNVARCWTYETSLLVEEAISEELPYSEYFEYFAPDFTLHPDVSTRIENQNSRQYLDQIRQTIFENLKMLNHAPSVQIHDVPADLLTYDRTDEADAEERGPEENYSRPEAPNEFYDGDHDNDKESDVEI
IEC-6 tox: kills IEC-6 intestinal cells in KLF5 counter-screen. IEC-6 cytotoxicity, luminescence viability. inhibition, % at 5 µM. actives 0.78% (n = 290,000); in the data active = inhibition above about 22%;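 note: 0% = plate median of test compound wells and 100% = cytotoxic reference compound wells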
HSF1 activator: increases HSF-1 driven luciferase reporter signal; NIH3T3-HGL HSF-1 luciferase reporter, MG132, 8 h; 100% = twice DMSO control signal; actives 1.7% (n = 300,000); activation, % at 9 µM; AID 504408;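 active = mean replicate activation of at least 50% with a set share of replicates each reaching 50%; inconclusive = only one of those two conditions met; inactive = mean below 50% and too few replicates reaching it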;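 note: 0% = median of the neutral control wells and 100% = twice that signal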
HSP90 refold inh: inhibitors of HSP90 luciferase refolding in rabbit reticulocyte lysate; inhibition, % at 5.6 µM; AID 1789; luciferase refolding luminescence, 3 h; actives 0.91% (n = 290,000);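 active = inhibition above the screen-wide mean plus 3 SD, computed separately per campaign, cut at about 16% in these data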;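 note: 0% = DMSO wells and 100% = 60 µM geldanamycin wells; inhibitors lower the luminescence because luciferase stays unfolded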
aSyn UTR inh: MLPCN primary screen, SNCA 5' untranslated region. actives 0.82% (n = 300,000). inhibition, % (tested at 7.5 µM). AID 1813. alpha-synuclein 5'UTR reporter, inhibitor activity; in the data active = inhibition above about 60%; inconclusive = no clear call, values can overlap the other calls;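 note: H4 neuroglioblastoma cells stably carrying SNCA 5'UTR luciferase fusion; 0% = DMSO wells and 100% = positive control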
Platelet DG rel: modulates dense granule release in human platelets; human platelet-rich plasma, SFLLRN dense granule ATP release, luminescence; inhibition, %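 (compounds screened at 7.5 µM in platelet-rich plasma)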; actives 0.22% (n = 300,000); AID 1663;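 active = mean replicate score, as percent of positive control, at or above 50; inconclusive = mean below 50 but at least one replicate at or above 50; inactive = mean and every replicate below 50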
HSF1 inhib: HSF1 inhibition; activity change, negative = inhibition, % at 7.5 µM (by protocol); NIH3T3-HGL HSE-luciferase, MG132-induced, luminescence 8 h; stronger effect = lower value; actives 0.77% (n = 300,000);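 active = more than half of replicate wells show activity change below -50%, luminescence cut by over half; inconclusive = some wells, but at most half, below -50%; inactive = no replicate well below -50%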;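 note: luciferase reports HSF-1 transcriptional activity via heat shock element; 0% = median of DMSO wells and -100% = zero luminescence signal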
* = called active by the depositor; i = inactive; ? = inconclusive; · = not tested or not shown.

SMILES	AI-2 QS modul	KLF5 inh	HIF act	HDAC3 inhib	IEC-6 tox	HSF1 activator	HSP90 refold inh	aSyn UTR inh	Platelet DG rel	HSF1 inhib
CCc1cc(=O)oc2c(C)c(OCC(=O)NCCN3CCOCC3)ccc12	27	-10	0.0	-5	-3	-7	-2	14	3	-11
Cc1ccc(-c2nn3cnnc3c3ccccc23)cc1C	10	-7	-0.2	-11	14	-5	2	64*	1	4
CCOc1ccc(/C=C2/SC(=S)N(CCC(=O)Nc3ccc(C(=O)O)cc3)C2=O)cc1	8	-14	0.4	-4	-3	4	0	11	-6	-1
COc1cc(C(C)=O)ccc1OCC(O)CN1CCN(c2ccccn2)CC1 (stereo not drawn)	·	-28	0.4	-1	4	-12	-2	-4	22	-5
COc1ccc(S(=O)(=O)N2CCN(c3ccc(F)cc3)CC2)cc1C(=O)N1CCCC1	-6	-2	0.4	-5	-7	11	-3	-1	3	7
COc1cc(NS(=O)(=O)c2c(C)[nH]c(C)c2C(=O)N2CCCCC2)cc(OC)c1OC	16	-8	-0.1	-3	1	14	-2	-15	-6	1
Cc1cc(C)n(-c2nnc(C)n2/N=C/c2cc(Br)ccc2OCc2ccccc2)n1	42	-15	1.0	8	2	32	3	-60	-1	36
O=C(NC(=S)Nc1ccc(Cc2ccncc2)cc1)c1ccccc1F	·	-32	1.9	-1	4	22	-3	-32	0	4
COc1ccc(OC)c(S(=O)(=O)Nc2ccc(C(C)=O)cc2)c1	10	14	-0.3	·	2	-4	2	-2	-7	-11
CCc1ccc2[nH]c(=O)c(CN(Cc3ccc4c(c3)OCO4)Cc3nnnn3C3CCCC3)cc2c1	21	-8	0.5	20	-8	?	0	0	-2	34
CC(NC(=O)c1ccccc1Br)c1nnc(SCC(=O)NC2=NCCS2)n1C (stereo not drawn)	64	0	-2.1	2	5	11	3	-14	0	0
Cc1cc(Nc2ccc(Br)cc2F)n2nc(C)nc2n1	22	11	-0.1	7	-3	-3	-4	-8	2	-1

2 records drawn at random from those above:
SMILES	AI-2 QS modul	KLF5 inh	HIF act	HDAC3 inhib	IEC-6 tox	HSF1 activator	HSP90 refold inh	aSyn UTR inh	Platelet DG rel	HSF1 inhib
COc1cc(NS(=O)(=O)c2c(C)[nH]c(C)c2C(=O)N2CCCCC2)cc(OC)c1OC	16	-8	-0.1	-3	1	14	-2	-15	-6	1
CCOc1ccc(/C=C2/SC(=S)N(CCC(=O)Nc3ccc(C(=O)O)cc3)C2=O)cc1	8	-14	0.4	-4	-3	4	0	11	-6	-1

Other structures.
SMILES	AI-2 QS modul	KLF5 inh	HIF act	HDAC3 inhib	IEC-6 tox	HSF1 activator	HSP90 refold inh	aSyn UTR inh	Platelet DG rel	HSF1 inhib
O=C1N=c2ccccc2=C1c1sc(NS(=O)(=O)c2ccccc2)nc1O	-6	-9	-0.2	3	3	-6	3	-14	7	13
O=c1[nH]c(-c2ccccc2)nc2sc(-c3ccccc3)cc12	7	-15	2.3	-19	1	31	4	-235	-26	10
CS(=O)(=O)Nc1ccc(C2=NN(C(=O)c3cccc(F)c3)C(c3cccs3)C2)cc1 (stereo not drawn)	23	-20	-0.1	-5	-6	1	-5	-1	8	3
Cc1ccc(N(CC(O)CN2CCCCC2)S(=O)(=O)c2ccccc2)cc1 (stereo not drawn)	21	-24	0.3	-7	-4	-20	-1	-1	-1	-1
CCOC(=O)Cc1csc(NC(=O)c2ccncc2)n1	24	-6	0.2	8	-8	6	3	2	0	2
CCN(C/C=C/c1ccccc1OC)Cc1ccccc1	19	-11	-0.7	4	2	-6	1	0	-3	-7
C/C(=N\NC(=O)c1ccccc1C)c1cccnc1	21	-19	-21	0	4	2	-1	-31	6	-2
CCN(CC)CC(=O)NC1CC(C)(C)Cc2c1cnn2-c1ccc(F)cc1 (stereo not drawn)	12	-12	1.5	2	-4	-6	-6	1	-1	0
COc1cc(CC(=O)NC(c2ccccc2)c2ccccc2)cc(OC)c1OC	-4	-13	-1.7	3	0	20	3	13	-8	-4
O=C(O)CCC(NC(=O)C1CCCN1C(=O)OCc1ccccc1)C(=O)O (stereo not drawn)	-5	-7	0.2	2	-9	7	3	-16	-3	1
COc1ccc(NS(=O)(=O)c2ccc(C)c(C(=O)NCC(c3ccco3)N3CCCCC3)c2)cc1 (stereo not drawn)	38	·	0.8	3	·	3	·	2	2	2
CCN1CCN(Cc2cc(=O)oc3cc4c(cc23)CCC4)CC1	9	-34	-0.6	4	0	16	0	9	-1	4
CCC(CC)C1C(C#N)=C(N)Oc2cc(C)oc(=O)c21 (stereo not drawn)	-7	0	·	-3	2	8	7	-19	-7	8
Cc1nc2sccn2c(=O)c1S(=O)(=O)N1CCN(c2ccc(F)cc2)CC1	-2	4	0.2	2	-6	-2	-3	11	?	4
Cc1ccc2nc(-c3ccc(NC(=O)CN4CCN(C(=O)c5ccco5)CC4)cc3)sc2c1	9	-148	1.9	-8	5	-4	3	-177	7	7
COC(=O)c1ccc(C2c3c(oc4cc(C)c(C)cc4c3=O)C(=O)N2CCCN(C)C)cc1 (stereo not drawn)	2	-16	0.0	0	2	-3	14	-1	-2	10
CCCC(=O)Nc1c2c(nn1-c1ccc([N+](=O)[O-])cc1)CS(=O)(=O)C2	3	13	1.1	-3	7	-11	2	8	5	-1
CCCCCCn1nc(C(=O)N(CCOC)c2c(N)n(CCCC)c(=O)[nH]c2=O)c2ccccc2c1=O	-1	·	-0.2	2	·	8	·	4	5	7
O=[N+]([O-])c1ccc(N(c2ccccc2)c2ccccc2)cc1	38	-9	-0.5	6	1	1	2	-21	2	-4
CCCCC[C@H](O)/C=C/[C@@H]1[C@@H](C/C=C\CCCC(=O)O)[C@@H](O)C[C@H]1O	12	7	0.5	11	-1	-13	2	3	14	3
O=C(O)c1cc(O)c2c(c1)C(=O)c1cc(O)cc(O)c1C2=O	7	-25	-0.4	4	-12	-2	3	-81	4	-3
S=c1nc(NCCc2ccccc2Cl)c2ccccc2[nH]1	6	-155	-14	-4	24*	33	0	-114	1	5
Cc1ccc(N=Nc2[nH]c3ccccc3c2O)cc1	-1	-3	·	3	9	·	-4	-80	-1	·
Cc1ccc(O)c(-c2cc(-c3cccc(Br)c3)n[nH]2)c1	20	-36	5.8	-7	-9	67*	-4	-97	-4	44
NC(=O)c1ccc(NC(=O)COc2ccc([N+](=O)[O-])cc2Cl)cc1	23	-36	0.0	-8	2	6	3	-7	1	2
Cc1cnc(C(=O)OCC(=O)Nc2cc(Cl)cc(Cl)c2)cn1	-18	12	-0.2	8	8	-11	-2	20	3	-4
Cc1ccc(C)c(N2CCN(C(=O)C3CCCN(S(=O)(=O)c4cnc[nH]4)C3)CC2)c1 (stereo not drawn)	34	10	·	-10	8	0	2	-14	1	-1
COc1ccc(CCNC(=O)CCSc2nc(-c3ccco3)cc(C(F)(F)F)n2)cc1	15	-10	-0.4	4	1	4	-1	8	-2	2
O=C(c1cc2ccccc2oc1=O)N(Cc1ccccc1)CC1CCCO1 (stereo not drawn)	-7	-29	0.2	4	-5	44	-2	-5	7	3
C/C(Nc1ccccc1)=C(/C#N)C(N)=O	19	-12	0.0	8	-7	-2	0	8	-2	-1
CCN(CC)Cc1c(O)ccc2c(C)c(CC(=O)OC)c(=O)oc12	11	-10	-0.2	i	-1	-53	3	24	0	-41
COc1ccc(Oc2cnn(-c3ccccc3)c(=O)c2Br)cc1	·	-14	0.6	4	-6	19	-2	-10	-2	-1
CC(C)Nc1nnc(SC(C)C(=O)N(C)C2CCCCC2)s1 (stereo not drawn)	21	·	-0.1	6	·	8	·	-3	-1	-2
Cn1c(=O)n(CCCOc2ccc(Br)cc2)c2ccccc21	1	14	0.1	3	2	20	2	3	0	13
Cc1nnc(SCC(=O)N2CCCC(N3CCN(c4ccc(F)cc4)CC3)C2)o1 (stereo not drawn)	22	-7	-0.3	2	-1	2	-1	1	7	-7
O=C(CCC(=O)OCC(F)(F)C(F)F)Nc1ccc(Cl)cc1	20	-8	-0.2	-6	5	·	-2	12	-8	·
CCOc1c(Br)cc(CNCc2cccs2)cc1OC	9	-32	-1.6	·	8	10	5	21	0	4
CC(=O)NCCC(=O)Nc1cc(S(=O)(=O)N2CCOCC2)ccc1Oc1ccccc1	3	1	-0.3	7	-2	-9	-3	-1	3	1
CC(=O)Nc1ccc(NC(=O)CN(c2ccccc2Cl)S(C)(=O)=O)cc1	9	-4	0.0	-3	1	16	1	-31	-4	-5
O=C(CSc1nnnn1-c1ccc2c(c1)OCO2)NCc1cccs1	4	-15	0.2	6	1	-38	-1	-9	-1	-22
COc1ccccc1NC(C)C(=O)N/N=C/c1cccs1 (stereo not drawn)	-7	2	0.0	0	2	3	3	12	-5	-6
COc1ccc(NS(=O)(=O)c2cc(NC(=O)Cc3cccs3)ccc2C)cc1	13	7	1.5	7	-6	26	4	-8	-1	-1
COc1ccc(NC(=O)c2ccc3c(c2)C(=O)N(Cc2cccnc2)C3=O)cc1	11	-20	-1.0	3	-7	1	-4	17	15	-3
CC(c1ccco1)N(C(=O)c1ccccc1NS(=O)(=O)c1cc([N+](=O)[O-])ccc1Cl)c1ccccn1 (stereo not drawn)	-12	-15	0.2	?	-8	1	2	-9	17	4

Quoted from the results shown, 13 compounds:
SMILES	AI-2 QS modul	KLF5 inh	HIF act	HDAC3 inhib	IEC-6 tox	HSF1 activator	HSP90 refold inh	aSyn UTR inh	Platelet DG rel	HSF1 inhib
COc1ccc(Oc2cnn(-c3ccccc3)c(=O)c2Br)cc1	·	-14	0.6	4	-6	19	-2	-10	-2	-1
CC(C)Nc1nnc(SC(C)C(=O)N(C)C2CCCCC2)s1 (stereo not drawn)	21	·	-0.1	6	·	8	·	-3	-1	-2
Cn1c(=O)n(CCCOc2ccc(Br)cc2)c2ccccc21	1	14	0.1	3	2	20	2	3	0	13
Cc1nnc(SCC(=O)N2CCCC(N3CCN(c4ccc(F)cc4)CC3)C2)o1 (stereo not drawn)	22	-7	-0.3	2	-1	2	-1	1	7	-7
O=C(CCC(=O)OCC(F)(F)C(F)F)Nc1ccc(Cl)cc1	20	-8	-0.2	-6	5	·	-2	12	-8	·
CCOc1c(Br)cc(CNCc2cccs2)cc1OC	9	-32	-1.6	·	8	10	5	21	0	4
CC(=O)NCCC(=O)Nc1cc(S(=O)(=O)N2CCOCC2)ccc1Oc1ccccc1	3	1	-0.3	7	-2	-9	-3	-1	3	1
CC(=O)Nc1ccc(NC(=O)CN(c2ccccc2Cl)S(C)(=O)=O)cc1	9	-4	0.0	-3	1	16	1	-31	-4	-5
O=C(CSc1nnnn1-c1ccc2c(c1)OCO2)NCc1cccs1	4	-15	0.2	6	1	-38	-1	-9	-1	-22
COc1ccccc1NC(C)C(=O)N/N=C/c1cccs1 (stereo not drawn)	-7	2	0.0	0	2	3	3	12	-5	-6
COc1ccc(NS(=O)(=O)c2cc(NC(=O)Cc3cccs3)ccc2C)cc1	13	7	1.5	7	-6	26	4	-8	-1	-1
COc1ccc(NC(=O)c2ccc3c(c2)C(=O)N(Cc2cccnc2)C3=O)cc1	11	-20	-1.0	3	-7	1	-4	17	15	-3
CC(c1ccco1)N(C(=O)c1ccccc1NS(=O)(=O)c1cc([N+](=O)[O-])ccc1Cl)c1ccccn1 (stereo not drawn)	-12	-15	0.2	?	-8	1	2	-9	17	4

From PubChem
